IL1B secr inh: qHTS for Inhibitors of Inflammasome Signaling: IL-1-beta AlphaLISA Primary Screen | THP-1 LPS/ATP IL-1B secretion, AlphaLISA, 16 h; hits give low values | activity change, % at 57.5 µM | 360,000 tested, 4.7% active; in the data active means activity change below about -50%; inconclusive means mostly about -30% to -49%; further: on the % scale 0 is the no-effect control and ±100 the full control effect
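THP-1 cells pretreated 1 hr with compounds (up to 57.5 uM final), then stimulated with LPS (250 ng/mL final) plus ATP (1.25 mM final); secreted IL-1B measured by AlphaLISA after 16 hr, decreased signal indicating inhibition.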
HT1080NT lethal: qHTS for induction of synthetic lethality in tumor cells producing 2HG: qHTS for the HT-1080-NT fibrosarcoma cell line | HT-1080-NT fibrosarcoma viability, CellTiter-Glo ATP luminescence, 48 h | Potency, µM (highest dose often 46.1 µM), inactives show at the top dose activity, negative = less viability, usual class: cytotoxic | 360,000 tested, 1.6% active;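 further: NT is the 2HG producing partner of a matched IDH1 knockdown line; potency means the concentration at half of the fitted maximal effect; 0% = DMSO-treated cells and -100% = media-only wells without cells; nearly all actives have a fitted effect of over 55% in size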
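Viability of the 2HG-overproducing fibrosarcoma line after 48 hours of compound exposure at 37 degrees C was determined by luminescence with CellTiter-Glo, and concentration-effect curves were then fitted and categorized.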
ATXN2 expr inh: Primary qHTS for Inhibitors of ATXN expression; Potency, µM (doses to about 57 µM), without a hit: top-dose activity change, negative = inhibition, hits mostly inhibitors; 360,000 tested, 0.72% active; HEK-293 ATXN2-luciferase reporter, luminescence, 24 h; further: potency means the concentration at half of the fitted maximal effect; on the % scale 0 is the no-effect control and ±100 the full control effect; nearly all actives have a fitted effect of over 55% in size
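ATXN2-luciferase reporter cells (luciferase flanked by upstream and downstream ATXN2 gene portions) were treated 24 h at 37 °C with compounds at up to 57 uM. SteadyGlo luminescence gave expression; GF-AFC fluorescence gave viability.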
SW480 rerep: A quantitative high throughput screen for small molecules that induce DNA re-replication in SW480 colon adenocarcinoma cells; SW480 DNA re-replication, Hoechst DNA content imaging, 48 h; Potency, µM (doses to about 46.1 µM), for the others: top-dose re-replication activation, actives largely listed as activators; 340,000 tested, 1.8% active; further: potency means the concentration at half of the fitted maximal effect; % of control where 0% means no effect; nearly all actives have a fitted effect of over 55% in size
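Quantitative HTS format with DMSO vehicle controls; 48 hr drug incubation at 37 C, then 40 min Hoechst staining and scanning imager measurement at 405 nm excitation.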
MCF10A rerep: A quantitative high throughput screen for small molecules that induce DNA re-replication in MCF 10a normal breast cells; Potency, µM (highest dose often 46.1 µM), for inactives: at the top dose activity, positive = re-replication, hits mostly activators; 350,000 tested, 2.9% active; MCF 10A DNA re-replication, Hoechst nuclear intensity, 48 h; further: potency means the concentration at half of the fitted maximal effect; % of control where 0% means no effect; nearly all actives have a fitted effect of over 50% in size
HT1080 IDH1KD tx: qHTS for induction of synthetic lethality in tumor cells producing 2HG: qHTS for the HT-1080-IDH1KD cell line. HT-1080 IDH1 knockdown viability, ATP luminescence, 48 h. 360,000 tested, 2% active. Potency, µM (doses to about 46.1 µM), inactives show at the top dose activity, negative = toxicity, usual class: cytotoxic;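 further: potency means the concentration at half of the fitted maximal effect; 0% = DMSO wells and -100% = cell-free medium wells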
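Viability of IDH1-knockdown HT-1080 fibrosarcoma cells was assessed by CellTiter-Glo after 48 h at 37 °C with titrated compound; concentration-effect curves were classified by fit quality and response size.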
WRN helicase inh: qHTS for Inhibitors of WRN Helicase | Bifunctional 3'-5' exonuclease/ATP-dependent helicase WRN (Homo sapiens), Q14191 | WRN helicase unwinding, fluorescent forked duplex, kinetic | Potency, µM (doses to about 114 µM), without a hit: at the top dose activity change, negative = inhibition, actives largely listed as inhibitors | 360,000 tested, 0.46% active | AID 651768, 2012; further: potency means the concentration at half of the fitted maximal effect; on the % scale 0 is the no-effect control and ±100 the full control effect; nearly all actives have a fitted effect of over 55% in size
Target sequence (Q14191 whole entry, looked up): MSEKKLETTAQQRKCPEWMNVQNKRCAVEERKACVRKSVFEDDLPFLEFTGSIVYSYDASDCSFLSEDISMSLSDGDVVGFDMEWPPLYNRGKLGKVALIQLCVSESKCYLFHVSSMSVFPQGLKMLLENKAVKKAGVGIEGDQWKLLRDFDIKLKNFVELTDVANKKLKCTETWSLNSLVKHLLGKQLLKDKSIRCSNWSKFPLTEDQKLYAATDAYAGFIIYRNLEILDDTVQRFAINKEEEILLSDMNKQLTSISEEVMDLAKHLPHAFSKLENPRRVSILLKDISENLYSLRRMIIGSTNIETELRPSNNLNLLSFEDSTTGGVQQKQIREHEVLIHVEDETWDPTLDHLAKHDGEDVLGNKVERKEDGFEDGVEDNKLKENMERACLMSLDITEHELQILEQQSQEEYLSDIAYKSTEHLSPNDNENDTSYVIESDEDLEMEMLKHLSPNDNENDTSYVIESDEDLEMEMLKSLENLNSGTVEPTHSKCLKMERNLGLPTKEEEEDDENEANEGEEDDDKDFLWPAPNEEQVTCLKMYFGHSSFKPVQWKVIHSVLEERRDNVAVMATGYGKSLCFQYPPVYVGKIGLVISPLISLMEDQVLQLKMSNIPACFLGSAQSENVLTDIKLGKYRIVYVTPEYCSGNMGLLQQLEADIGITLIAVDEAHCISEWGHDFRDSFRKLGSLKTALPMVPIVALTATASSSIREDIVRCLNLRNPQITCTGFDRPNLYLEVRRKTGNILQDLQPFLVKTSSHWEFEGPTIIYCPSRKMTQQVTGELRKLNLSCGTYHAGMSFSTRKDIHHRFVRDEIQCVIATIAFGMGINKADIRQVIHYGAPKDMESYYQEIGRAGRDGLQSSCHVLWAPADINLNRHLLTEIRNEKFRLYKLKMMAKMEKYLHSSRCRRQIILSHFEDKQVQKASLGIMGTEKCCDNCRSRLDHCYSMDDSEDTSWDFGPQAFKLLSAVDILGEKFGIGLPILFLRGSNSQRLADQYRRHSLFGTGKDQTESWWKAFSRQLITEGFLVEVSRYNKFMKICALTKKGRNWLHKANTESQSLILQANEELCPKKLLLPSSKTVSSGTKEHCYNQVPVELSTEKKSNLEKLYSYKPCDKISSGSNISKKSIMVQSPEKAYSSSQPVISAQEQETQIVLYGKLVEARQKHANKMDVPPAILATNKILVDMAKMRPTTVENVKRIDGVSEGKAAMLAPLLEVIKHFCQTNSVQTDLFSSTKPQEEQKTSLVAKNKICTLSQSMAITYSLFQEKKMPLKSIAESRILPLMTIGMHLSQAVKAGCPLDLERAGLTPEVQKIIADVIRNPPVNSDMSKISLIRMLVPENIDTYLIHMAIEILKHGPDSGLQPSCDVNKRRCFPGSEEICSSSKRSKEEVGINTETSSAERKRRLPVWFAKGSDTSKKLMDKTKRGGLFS
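Kinetic fluorescence helicase assay: unwinding of a quenched forked DNA duplex (100 nM final) with 2 mM ATP final raises red fluorescence (525/598 nm). Compounds sat 15 min at room temperature with 20 nM WRN beforehand.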
KB-V1 MDR tox: qHTS assay for MDR1-selective chemotherapeutics: Primary screen using the drug-selected MDR subline cells KB-V1 | KB-V1 MDR cells viability, CellTiter-Glo, 72 h | Potency, µM (top dose mostly 46.1 µM), inactives show top-dose activity change, negative = cytotoxicity, usual class: cytotoxic | 400,000 tested, 3.4% active; further: potency means the concentration at half of the fitted maximal effect; on the % scale 0 is the no-effect control and ±100 the full control effect; nearly all actives have a fitted effect of over 60% in size
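qHTS viability screen in drug-selected KB-V1 MDR cells: 72 h compound treatment at 37 degrees C, ATP luminescence end point.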
KB-3-1 cytotox: qHTS assay for MDR1-selective chemotherapeutics: Primary screen using the parental adenocarcinoma cell KB-3-1; KB-3-1 viability, CellTiter-Glo ATP luminescence, 72 h; Potency, µM (doses to about 46.1 µM), without a hit: at the top dose activity change, negative = cytotoxic, most hits filed as cytotoxic; 400,000 tested, 1.4% active; AID 1347075, 2019; further: potency means the concentration at half of the fitted maximal effect; on the % scale 0 is the no-effect control and ±100 the full control effect; nearly all actives have a fitted effect of over 60% in size
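Screening of KB-3-1 cells (DMEM, 10% FBS, phenol-red free) ran from lowest to highest compound concentration; after 72 h at 37 °C viability was read luminescently and curves fitted.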
* = called active by the depositor; ? = inconclusive; · = no result given; [ ] = another dose, or the depositor's remark. Unless noted, the call rests on the fitted dose curve; in most records, active means well fitted curve in the direction sought with a large enough effect; inconclusive means small, poorly fitted or top-dose-only effect, or another doubt; inactive means no such curve, though single readings can be large; an effect the other way counts as inactive or inconclusive.

SMILES	IL1B secr inh	HT1080NT lethal	ATXN2 expr inh	SW480 rerep	MCF10A rerep	HT1080 IDH1KD tx	WRN helicase inh	KB-V1 MDR tox	KB-3-1 cytotox
O=C(OCC(=O)N1CCN(c2ccccc2)CC1)c1ccc2ccccc2n1	6.1	2.8%	-3.6%	-4.8%	-5.5%	7.3%	1.0%	12.8%	-7.5%
Cc1ccc(S(=O)(=O)/N=C2/NC(=O)/C(=C/c3ccc(Br)o3)S2)cc1	43.7	-13.6%	-9.4%	1.0%	?	-7.2%	?	?	?
CC(=O)Nc1cccc(CCc2nc3ccccc3[nH]2)c1	16.2	1.9%	30.1%	-0.5%	3.0%	2.3%	-4.4%	-8.7%	0.0%
Cc1cc(S(=O)(=O)N2CCCCC2CCNC(=O)C(=O)NCCN2CCOCC2)ccc1F (stereo unspecified)	6.5	0.5%	·	·	·	2.4%	7.8%	-6.3%	0.2%
Cc1ccc(-c2cc(C(=O)Nc3ccccc3C)c3ccccc3n2)o1	5.4	-15.2%	4.9%	1.4%	?	-4.9%	-22.7%	-11.1%	-1.4%
Cc1ccc(-n2c(C)cc(/C=N/NC(=O)CC3(C)OCCO3)c2C)cc1	0.0	-13.1%	1.4%	-2.7%[9.22 µM]	-11.8%	-8.8%	5.8%	-0.4%	-0.5%
O=C(NCCc1ccccc1)c1c(O)c2cccc3c2n(c1=O)CC3	2.2	-4.0%	7.2%	-3.7%	?	-8.5%	-8.7%	-3.7%	-3.3%
CCCCCC1CC(CC(=O)Nc2nncs2)C(=O)O1 (stereo unspecified)	6.1	8.3%	11.7%	0.4%	13.5%	6.2%	-0.9%[57.1 µM]	24.6%	15.2%
Clc1ccccc1N1CCN(Cc2ccc(Br)o2)CC1	-20.1	-2.8%	-15.6%	-7.3%	7.8%	3.1%	-8.8%	-5.0%	5.4%
Nc1cccc(-c2c[nH]c3ncc(-c4cccnc4)cc23)c1	-55.0*	5.4%	1.4%	10.4%	57.7%	-0.5%	-4.8%	-1.0%	14.5%
O=C(O)CC1=C(O)C(=O)N(c2ccccc2)C1c1ccccc1 (stereo unspecified)	23.4	25.3%	1.1%	-3.0%	-4.3%	12.1%	9.3%	12.3%	-0.5%
CCN(CC)S(=O)(=O)c1ccc(=O)[nH]c1	22.3	1.9%	·	0.0%	17.1%	6.8%	-0.7%	17.1%	-1.1%
Cc1nnc(NC(=O)C2CCCN2S(=O)(=O)c2ccc(Cl)cc2)s1 (stereo unspecified)	18.6	-0.9%	19.4%	-0.5%	27.4%	2.7%	1.6%[57.1 µM]	-1.9%	14.3%
CCO[C@H]1OC(C(=O)NC2CC2)=C[C@@H](c2coc3ccccc3c2=O)[C@@H]1CCCO	-11.3	2.2%	2.4%	-10.2%	26.1%	4.5%	-0.5%	-8.7%	6.1%
O=C(O)c1ccnc(C(=O)O)c1	0.0	13.5%	2.7%	1.0%	4.3%	0.4%	7.8%	0.4%	0.9%
COC(=O)[C@H](CC(C)C)NC(=O)Nc1ccc2c(c1)OCCO2	23.3	10.8%	6.9%	-1.6%	-1.5%	7.0%	5.5%	-6.7%	6.5%
Cc1ccc(C2NC(=NCc3ccccc3)Nc3nc(C)cc(=O)n32)cc1 (stereo unspecified)	-6.4	2.8%	2.0%	-1.1%	-5.6%	2.9%	-6.9%	?	12.7%
Cc1[nH]c(C)c2c(=O)[nH]ncc12	-12.2	23.1%	19.8%	-9.2%	9.1%	11.6%	5.5%	0.1%	-12.8%
Cc1nn(C)c(C)c1NC(=O)c1ccnn1C	6.7	11.2%	1.8%	-0.7%	14.0%	-0.5%	2.2%	11.4%	15.9%
CCOc1cc(CNCc2cccs2)ccc1OCC(=O)NC(C)(C)C	?	-20.8%	0.3%	0.1%	2.5%	0.4%	-1.9%	-5.0%	?

Ordered by value in SW480 rerep (highest first): some entries from above
| SMILES | SW480 rerep |
| --- | --- |
| O=C(O)c1ccnc(C(=O)O)c1 | 1.0% |
| Cc1nn(C)c(C)c1NC(=O)c1ccnn1C | -0.7% |
| Cc1ccc(C2NC(=NCc3ccccc3)Nc3nc(C)cc(=O)n32)cc1 (stereo unspecified) | -1.1% |
| COC(=O)[C@H](CC(C)C)NC(=O)Nc1ccc2c(c1)OCCO2 | -1.6% |
| Clc1ccccc1N1CCN(Cc2ccc(Br)o2)CC1 | -7.3% |

(next part)
SMILES	IL1B secr inh	HT1080NT lethal	ATXN2 expr inh	SW480 rerep	MCF10A rerep	HT1080 IDH1KD tx	WRN helicase inh	KB-V1 MDR tox	KB-3-1 cytotox
Cc1ccc(-c2nn(-c3ccccc3)cc2/C=C2\SC(=S)N(CCCCCC(=O)O)C2=O)o1	4.0	?	-10.2%	?	18.4µM*	?	?	0.7%	-3.2%
COc1ccc(-c2c(C)cc3oc(=O)cc(-c4ccccc4)c3c2C)cc1F	-1.8	10.6%	0.8%	40.3%	-43.5%[inhibitor]	13.4%	-1.9%	-36.0%	-0.7%
CC(Oc1ccccc1)C(=O)N=C1SC2CS(=O)(=O)CC2N1Cc1ccccc1 (stereo unspecified)	-5.1	-10.7%	6.1%	17.5%	1.6%	3.2%	0.5%	5.1%	5.6%
Cc1ccc(Cl)c(OC(=O)C2CSC3(C)CCC(=O)N23)c1 (stereo unspecified)	-1.1	1.6%	6.0%	-0.2%	4.7%	3.6%	-3.2%	?	11.3%
NC(=O)CNC(=O)C1CCCc2c1[nH]c1ccc(Cl)cc21 (stereo unspecified)	-14.2	-1.9%	-11.1%	0.9%	-1.6%	-23.1%	5.5%	?	15.7%
CCCc1cc(=O)oc2c(C)c(OCC(=O)N3CCC(C(N)=O)CC3)ccc12	16.5	14.1%	9.3%	-37.9%[inhibitor]	-37.9%[inhibitor]	10.7%	8.2%	14.5%	0.0%
CC(=O)Nc1ccc(-c2ccnc3c2CC(C(=O)Nc2cccc(OC(F)(F)F)c2)O3)cc1 (stereo unspecified)	-12.9	?	?	·	·	?	-11.0%	?	?
COc1ccc([N+](=O)[O-])cc1NS(=O)(=O)c1cccc(C(=O)OC2CCOC2=O)c1 (stereo unspecified)	23.4	-3.6%	-16.1%	0.1%	21.8%	-11.0%	4.6%	-8.4%	-1.5%
Cc1n[nH]c(C)c1S(=O)(=O)N1CCc2ccccc21	39.1	-9.6%	2.3%	-4.3%	28.8%	-7.2%	-0.7%	6.1%	-0.5%
CCc1nnc2sc(-c3ccc(NC(=O)c4ccc5c(c4)OCCO5)cc3)nn12	-16.6	-7.0%	-21.5%	0.1%	-5.7%	-0.7%	-5.4%	-4.1%	1.1%
Cc1nc2ccccc2c2oc(C(=O)N3CCN(c4ccc([N+](=O)[O-])cc4)CC3)cc12	14.0	-0.1%	0.4%	?	-2.0%	5.5%	1.7%	?	0.0%
NNC(=O)c1ccc2[nH]c3c(c2c1)CCCC3	-12.5	4.7%	-23.1%	-6.5%	13.2%	2.2%	-0.2%	?	20.4%
O=C(O)c1[nH]c2ccccc2c1CC(=O)N1CCN(c2ccccc2)CC1	14.4	-2.0%	-6.4%	-14.4%	16.4%	-2.7%	1.7%	23.7%	5.5%
O=C1NC[C@H](CCCCN2C[C@H](Cc3ccccc3)N(CCc3ccc(O)cc3)C(=O)C2=O)N(CCc2ccc(O)cc2)C1=O	6.0	22.4%	3.3%	·	·	?	-9.0%	1.6%	9.9%
CC(C)(C)OC(=O)NCc1ccc(NC(=O)c2nc[nH]c2C(=O)NCCCCNC(=O)c2[nH]cnc2C(=O)Nc2ccc(CNC(=O)OC(C)(C)C)cc2)cc1	58.9	13.1%	8.1%	-14.5%[9.22 µM]	-20.5%	10.8%	6.8%	0.0%	?
COc1ccc(N2C(=O)c3ccccc3NC(=O)C2C(=O)NCCc2ccccc2F)cc1 (stereo unspecified)	2.1	4.8%	·	·	·	15.1%	5.9%	-6.8%	13.9%
CC(C)(C)c1ccc(C(=O)Nc2ccc(Oc3cccnc3)nc2)cc1	-73.4*	-32.4%	-35.1%	-2.1%	24.5%	?	-8.0%	?	?
COc1cccc(/C=N/NC(=O)CNC(=O)c2ccc(S(=O)(=O)N3CCOCC3)cc2)c1OC	-0.6	-6.4%	-3.2%	-15.0%	-0.6%	-7.2%	-3.4%	-9.0%	?
CCc1ccc(/C=C2/SC(=S)N(CCC(=O)NCCCN3CCOCC3)C2=O)cc1	-29.5	-24.5%	73.3%[activator]	1.8%	16.2%	-23.5%	8.1%	-0.9%	-27.0%
CCCCN(C)CCNC(=O)CCNC(=O)Cn1ccc2ccccc2c1=O	-7.6	1.4%	6.2%	4.0%	-4.9%	6.2%	-5.1%	?	15.9%
Nc1c(C(=O)Nc2ccc(Br)cc2)sc2nc(N3CCOCC3)c3c(c12)CCCC3	11.2	10.1%	·	·	·	-0.2%	4.8%	-9.2%	1.0%
Cc1c(NC(=O)C(C)OC(=O)COc2cccc3c2OC(C)(C)C3)c(=O)n(-c2ccccc2)n1C (stereo unspecified)	-1.1	-1.6%	3.2%	-7.2%	?	-3.2%	5.4%	-1.1%	-3.5%

At a glance, two of the compounds above:
SMILES	IL1B secr inh	HT1080NT lethal	ATXN2 expr inh	SW480 rerep	MCF10A rerep	HT1080 IDH1KD tx	WRN helicase inh	KB-V1 MDR tox	KB-3-1 cytotox
COc1ccc([N+](=O)[O-])cc1NS(=O)(=O)c1cccc(C(=O)OC2CCOC2=O)c1 (stereo unspecified)	23.4	-3.6%	-16.1%	0.1%	21.8%	-11.0%	4.6%	-8.4%	-1.5%
Cc1n[nH]c(C)c1S(=O)(=O)N1CCc2ccccc21	39.1	-9.6%	2.3%	-4.3%	28.8%	-7.2%	-0.7%	6.1%	-0.5%

Screening data as filed in PubChem BioAssay.
